human PMI inhibition: inhibitors of human PMI, primary screen, biochemical, fluorescence intensity, coupled assay (AID 1209); purified PMI enzyme, coupled fluorescence intensity; higher % means a stronger effect; one-dose inhibition, % at 20 µM; IC50 in µM for titrated hits; 0.42% of 190,000 active;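 further: plate controls were DMSO vehicle for no effect and wells lacking substrate for full effect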
West Nile virus CPE: inhibition of WNV-induced cytopathic effect – cell-based, CPE readout (AID 1621); West Nile virus-infected cells, CPE inhibition; higher % means a stronger effect; CPE inhibition, % at 10 µM, or IC50 in µM where a hit was titrated; 0.02% of 290,000 active; in the data active means a potency from the dose series; inconclusive means CPE inhibition mostly from about 3.7% at the one dose, without a potency; inactive means the rest, 99 in 100 with CPE inhibition below about 2.2%; further: strong numbers were not always called active
T cell modulator: T cell immune modulation candidate. 2C CD8+ T cell-vesicle binding, flow cytometry; hits give low values. calls only at 7 µM. 0.068% of 330,000 active. AID 2052;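 active means response, share of CD8 T cells binding vesicles, and their 90th percentile fluorescence all below set limits, cut at about 80% in these data, passing the limit was not always enough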
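material = purified 2C TCR transgenic mouse naive CD8+ T cells | controls = Unloaded micro-vesicles (low), QL9 vesicles with 0.7% DMSO (high) | detection = cytometric PE anti-B7-1 and Alexa647 anti-CD8 signals after 1% paraformaldehyde fixation | incubation = binding step 1.5 h, 37 °C, antibody labelling 20 min, ice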
RSV antiviral HEp-2: RSV antiviral activity via CPE protection, HEp-2 cells, primary 10 µM value included (AID 2391); 0.13% of 310,000 active; one-dose CPE inhibition, % at 10 µM; IC50 in µM for titrated hits; HEp-2 cells, RSV-induced CPE inhibition; higher % means a stronger effect; in the data active means a potency from the dose series; inconclusive means CPE inhibition mostly from about 23% at the one dose, without a potency; inactive means the rest, 99 in 100 with CPE inhibition below about 21%; further: strong numbers were not always called active
P. falciparum M17LAP: P. falciparum M17LAP inhibitors, primary screen, biochemical, fluorogenic H-Leu-NHMec substrate, 1536-well (AID 1619) | inhibition, % at 30 µM, or IC50 in µM where a hit was titrated | recombinant M17LAP, H-Leu-NHMec fluorogenic kinetic assay; higher % means a stronger effect | 0.38% of 220,000 active;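 active means compound inhibiting the enzyme by more than half at any dose during confirmatory dose-response retesting; inconclusive means strong single-dose inhibitors picked by rank but not retested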;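 further: plate controls were full reaction with DMSO carrier for no effect and no enzyme background for full effect; strong numbers were not always called active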
P. falciparum M1AAP: P. falciparum M1AAP inhibitors, biochemical, fluorogenic H-Leu-NHMec substrate, 1536-well (AID 1445); recombinant M1AAP, H-Leu-NHMec fluorogenic kinetic assay; higher % means a stronger effect; inhibition, % at 30 µM, or IC50 in µM where a hit was titrated; 0.42% of 220,000 active;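 active means primary inhibition above the hit cutoff, then over 50% inhibition at one or more dose response concentrations, cut at about 23% in these data, passing the limit was not always enough; inconclusive means conflicting primary data, or primary hits not chosen for dose response; inactive means low primary inhibition, or under 50% at every dose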;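 further: plate controls were DMSO full reaction for no effect and no enzyme background for full effect; strong numbers were not always called active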
K1F lysis inhibition: inhibition of K1F phage lysis, E. coli UTI89, bacterial capsule biogenesis inhibitors, alamar blue (AID 488966); E. coli UTI89 K1F phage lysis, alamar blue, 2 h; higher % means a stronger effect; inhibition, % at 100 µM, or IC50 in µM where a hit was titrated; 0.02% of 340,000 active;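 active means phage lysis inhibition, versus mean bacterial control, above a set limit; inconclusive means no clear call, values can overlap the other calls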;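 further: capsule biogenesis inhibitors block K1F phage lysis so surviving cells raise fluorescence; higher fluorescence means more inhibition of phage lysis; actives were called in the ten point dose series up to 300 µM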
human PMI inhibitors: MPI inhibition at elevated mannose 6-phosphate – biochemical, fluorescence intensity, high mannose 6-phosphate, primary screen (AID 1220); recombinant PMI enzyme, coupled fluorescence intensity; higher % means a stronger effect; one-dose inhibition, % at 20 µM; IC50 in µM for titrated hits; 0.66% of 190,000 active
TNAP activation fold: stimulation of alkaline phosphatase TNAP activity – biochemical, luminescent, no phosphate acceptor, uHTS, primary screen (AID 1001) | activation fold at 20 µM, or EC50 in µM where a hit was titrated | 0.03% of 200,000 active | purified TNAP, luminescent activation assay, no phosphate acceptor; higher activation fold means a stronger effect; in the data active means activation fold from about 3, or a potency from the dose series; inactive means the rest, 99 in 100 with activation fold below about 1.6; further: many of its hits are not listed in these tables
T cell modulator vesicle-bound %: recorded beside T cell modulator, whose call it bears; double positive events, %; measured here: CD8+ vesicle-bound cell fraction;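 binding gate set so that unloaded-vesicle control wells show 10% double positive cells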
Numbers without * were called inactive; i = inactive; ? = inconclusive; · = no result given; [ ] = dose if it differs, or a comment. Unless noted, no stated cut-off is given here; in the data, active means inhibition above about 50%; inactive means the rest. Hits appear at their usual frequency; overall some 1.5% were active at least once.

SMILES	human PMI inhibition	West Nile virus CPE	T cell modulator	T cell modulator vesicle-bound %	RSV antiviral HEp-2	P. falciparum M17LAP	P. falciparum M1AAP	K1F lysis inhibition	human PMI inhibitors	TNAP activation fold
Cc1ccccc1N(C(=O)c1csnn1)C(C(=O)NC(C)(C)C)c1ccncc1 (stereo not drawn)	4%	-0.5%	i	36	0.6%	8%	3%	-0.3%	10%	1.1
N=c1c2c3c(sc2nc2n1CCC2)CCCC3	-8%	0.4%	i	22	-1.9%	-4%	7%	0.4%	-5%	1.1
NC(=O)c1ccccc1NC(=O)Nc1cccc2ccccc12	0%	0.2%	i	56	-1.4%	14%	4%	0.1%	19%	1.1
Nc1c(C(=O)O)sc2nc(-c3ccccc3)c3c(c12)CCCC3	-50%	-0.6%	i	41	4.2%	-2%	3%	0.1%	-121%	1
CCc1ccc(-c2ccc(SCc3ccccn3)nn2)cc1	-13%	-1.2%	i	23	18%	3%	3%	-0.1%	-7%	1.1
COCCCNC(=O)c1cc2cc([N+](=O)[O-])cc(OC)c2oc1=O	-22%	0.2%	i	50	0.1%	9%	3%	0.5%	-12%	0.8
COC(=O)Nc1ccc(S(=O)(=O)N2CCCC(C(=O)Nc3cccc4c3OCCO4)C2)cc1 (stereo not drawn)	10%	0.3%	i	52	7.2%	-3%	7%	0.2%	4%	1.1
CCC(C)[C@H](NC(=O)NCc1ccccc1Cl)C(=O)OC (stereo partly drawn)	8%	0.7%	i	12	1.3%	0%	-1%	0.2%	0%	1.1
COc1cc2c(cc1OC)C(C)N(C(=O)c1sc(-c3cnccn3)nc1C)CC2 (stereo not drawn)	·	0.1%	i	32	6.9%	15%	4%	·	·	·
Cc1ccc(S(=O)(=O)CC(CN2CCCCC2)N2CCCCC2)cc1 (stereo not drawn)	-1%	18%	·	·	·	-13%	-11%	0.1%	-9%	1.1
COc1ccc(CCNC(=O)COC(=O)COc2c(C)cc(C)cc2C)cc1OC	·	0.3%	i	62	1.2%	·	·	1.1%[50 µM]	·	·
O=C(c1ccco1)N1CCN(C(=O)c2[nH]ncc2[N+](=O)[O-])CC1	4%	0.5%	i	19	1.6%	2.2µM*	-5%	0.5%[50 µM]	12%	1
Nc1ccc2nn(-c3ccccc3)nc2c1	36%	-1.4%	·	·	·	·	·	-2.9%	58%*	1.1
O=c1[nH]c2ccccc2c(=O)n1CCCO	7%	0.3%	i	17	7.9%	12%	12%	1.9%	0%	1.1
O=C(CSc1nnnn1-c1ccccc1)c1cc2ccccc2oc1=O	-6%	-0.1%	i	56	2.5%	-146%	18%	0.2%	-22%	1.1
Cc1cc(C)nc(SCc2cnc(C)nc2N)n1	-7%	-1.0%	i	40	-0.5%	6%	2%	-0.5%	-2%	1.1
COC(=O)NCC(c1ccco1)N1CCN(c2ccccc2)CC1 (stereo not drawn)	-2%	-0.2%	i	37	0.9%	-4%	3%	0.3%	-2%	1.1
CCc1ccccc1N/N=C(/C)c1c(O)cc(C)oc1=O	-66%	-0.8%	i	29	0.6%	-2%	2%	1.6%	-169%	1.1
O=S(=O)(c1ccccc1)N1CCN(c2ncccn2)CC1	-4%	-0.2%	i	49	0.1%	6%	-2%	0.3%	-5%	1.1
CC(Oc1ccc(Cl)cc1Cl)C(=O)Nc1cccc(O)c1 (stereo not drawn)	15%	-0.9%	i	33	25%	0%	6%	1.7%	26%	1
COCCNC(=O)c1cc2cc(Br)cc(OC)c2oc1=O	2%	-0.2%	i	19	0.4%	-13%	2%	-0.3%	-6%	1
Cc1c(C(=O)Nc2cc(S(=O)(=O)N3CCOCC3)ccc2N2CCN(C)CC2)oc2ccccc12	·	3.1%	i	8	-0.1%	12%	9%	0.2%	·	·
C=CCn1c(SCCN2CCCCC2)nc2c1c(=O)[nH]c(=O)n2C	10%	-0.1%	i	25	2.0%	-14%	-8%	2.5%	11%	1
COc1ccc(CCN2CC(C(=O)NCc3ccccc3)CCC2=O)cc1 (stereo not drawn)	·	-0.6%	i	1	1.1%	·	·	0.3%	·	·
CCc1[nH]c(=S)c(C#N)c2c1CCCC2	-62%	0.2%	i	18	1.9%	10%	3%	-0.6%	-123%	1
Cc1cccc2sc(N(CCCN(C)C)C(=O)CCS(=O)(=O)c3ccccc3)nc12	·	-1.5%	i	18	-2.5%	·	·	0.4%	·	·
COc1cccc(CNC(=O)CCS(=O)(=O)c2ccc3c(c2)NC(=O)CO3)c1	·	0.0%	i	2	-0.7%	·	·	0.5%	·	·
Cc1ccc2[nH]c(C(=O)O)c(-c3ccccc3)c2c1	3%	0.7%	i	42	6.6%	35%	2%	1.9%	-5%	1.1
Oc1cc2ccccc2nc1-c1ccccc1Cl	·	-1.2%	i	25	13%	-15%	5%	-0.3%	·	·
CCN1C(=O)c2cccc3c(S(=O)(=O)Nc4nc(C)cs4)ccc1c23	21%	0.8%	i	48	4.1%	9%	?	-0.4%	41%	1.1
Cc1cc(NC(=O)CCC(=O)N(CC(=O)NC2CCCC2)c2ccc(C(C)C)cc2)no1	·	-1.1%	i	21	?	·	·	-0.3%	·	·
CCNCc1nc2cc(OC)c(OC)cc2c(=O)[nH]1	16%	0.4%	i	24	0.2%	6%	0%	-0.6%	8%	1.1
CN(C[C@H](Cc1ccccc1)N(C[C@H](Cc1ccccc1)N(CC1(c2ccccc2)CC1)N=O)N=O)N=O	10%	-0.3%	i	26	-0.9%	-2%	5%	0.5%	10%	1.1
CCN(CC1CCCN(CCc2cccc(F)c2)C1)C(=O)c1cc2ccccc2o1 (stereo not drawn)	·	-0.4%	i	13	-1.2%	·	·	0.6%	·	·
C/C(=N\NC(=O)c1cccc(N/N=C(\C)c2ccncc2)c1)c1ccncc1	-69%	-0.1%	i	60	0.1%	4%	8%	0.0%	-145%	1
Cc1c(NC(=S)NC(C)(C)C)c(=O)n(-c2ccccc2)n1C	13%	0.0%	i	49	1.0%	9%	5%	-0.1%	10%	1.1
Cc1nn(Cc2ccc(Cl)cc2)c(C)c1NC(=O)CCCn1nc([N+](=O)[O-])c(Cl)c1C	14%	-1.6%	i	41	18%	5%	6%	0.0%	11%	1.1
COC(=O)c1ccccc1NC(=O)NCc1ccc2c(c1)OCO2	12%	0.0%	i	23	2.8%	2%	-6%	0.2%	8%	1
CC(C)CN1CCN(Cc2cnc(-c3ccc(Cl)cc3)nc2)CC1CCO (stereo not drawn)	·	-0.7%	i	33	19%	14%	1%	0.4%	·	1
CC1Oc2ccccc2N(CC(=O)c2cccc(Cl)c2)C1=O (stereo not drawn)	2%	-0.7%	i	45	0.7%	-1%	8%	-0.8%	8%	1.1
COCc1cc(CN2CCCC(C(=O)c3cccc(C(F)(F)F)c3)C2)ccc1OC (stereo not drawn)	4%	-0.9%	i	53	-0.5%	2%	-1%	0.4%	-7%	1.1
NC(=O)c1nsc(C(=O)N(Cc2ccco2)C(C(=O)NCc2ccc(F)cc2)c2ccc(O)cc2)c1N (stereo not drawn)	·	1.2%	i	41	0.5%	·	·	-0.3%	·	·
CC(C)(C)C(=O)C1=C(O)C(=O)N(Cc2ccccc2)C1c1ccccc1F (stereo not drawn)	·	0.3%	i	66	2.5%	·	·	-0.6%	·	·
CC1=C(C(=O)Nc2ccccn2)C(c2ccc(F)cc2)n2ncnc2N1 (stereo not drawn)	3%	0.1%	·	·	0.9%	6%	-2%	-0.1%	12%	1.1
CN(CC(=O)Nc1ccc(Cl)c(Cl)c1)C(=O)C12CC3CC(CC(C3)C1)C2	14%	-2.3%	i	57	22%	3%	0%	1.6%	19%	1.2
COCCCNC(=O)C1=CCN(S(=O)(=O)c2ccc(C)cc2)CC1	·	-0.1%	i	38	4.1%	·	·	0.2%	·	·
O=C(CSc1nnc(-c2ccccn2)n1Cc1ccccc1)N1CCCC1	13%	-0.1%	i	47	2.1%	11%	5%	1.6%	9%	1
COC(C(=O)Nc1ccc(S(=O)(=O)N2CCCCC2)cc1)c1ccccc1 (stereo not drawn)	7%	-0.2%	·	·	2.0%	1%	-3%	0.3%	3%	1.2
CC(C)OC(=O)c1cccc(C(=O)Nc2cccc(NC(=O)c3cccc(C(=O)OC(C)C)n3)n2)n1	16%	1.0%	i	57	-0.2%	4%	4%	0.0%	17%	2.1
CSc1nc2ccccc2nc1N(C)S(=O)(=O)c1ccc(C)cc1	·	0.2%	i	18	13%	-4%	3%	0.2%	·	·
O=C(Nc1cccnc1)c1cc(-c2ccc3c(c2)OCO3)on1	9%	-0.2%	i	26	-1.3%	-9%	-2%	-0.3%	6%	1.1
O=C1c2cc(Cl)ccc2OC2(CCNCC2)C12CC(c1ccc(Cl)cc1)=NO2 (stereo not drawn)	·	-0.9%	·	·	1.2%	10%	9%	3.0%	·	·
CSc1cccc(CN2CCN(Cc3ccccc3)C(CCO)C2)c1 (stereo not drawn)	-4%	-0.3%	i	59	-0.3%	0%	-4%	2.6%	-7%	1
COCCn1nnnc1C(c1ccccc1Cl)N1CCN(c2ccccc2OC)CC1 (stereo not drawn)	-1%	-0.4%	·	·	·	5%	2%	0.4%	1%	1.1
CC(C)(C)OC(=O)CN1C(=O)C(Sc2n[nH]c(-c3ccccc3)n2)CCc2ccccc21 (stereo not drawn)	24%	-0.5%	i	33	2.0%	3%	-5%	-0.1%	18%	0.9
CC1=C(C)C(O)N(Cc2ccccc2)C1=O (stereo not drawn)	·	-0.6%	i	50	0.8%	·	·	0.0%	·	·
COCCC(=O)N1CCCC(C(=O)c2ccc3c4c(cccc24)CC3)C1 (stereo not drawn)	11%	-1.3%	i	41	1.8%	·	·	1.2%	26%	1

Given with two lines to a compound: two of the compounds above
Second line of a record – human PMI inhibition | West Nile virus CPE | T cell modulator | T cell modulator vesicle-bound % | RSV antiviral HEp-2 | P. falciparum M17LAP | P. falciparum M1AAP | K1F lysis inhibition | human PMI inhibitors | TNAP activation fold
- CSc1cccc(CN2CCN(Cc3ccccc3)C(CCO)C2)c1 (stereo not drawn)
    -4% | -0.3% | i | 59 | -0.3% | 0% | -4% | 2.6% | -7% | 1
- COCCn1nnnc1C(c1ccccc1Cl)N1CCN(c2ccccc2OC)CC1 (stereo not drawn)
    -1% | -0.4% | · | · | · | 5% | 2% | 0.4% | 1% | 1.1

Assay outcomes as filed in PubChem BioAssay.
